Screens deposited in PubChem by Broad Institute.
NSD2 block – NSD2 (human) methyltransferase inhibition. 44,000 tested, 0.07% active. NSD2-SET H3K36me1 DELFIA fluorescence, biochemical. inhibition, % at 12.5 µM. O96028; in the data active = inhibition above about 54%, passing the limit was not always enough; inconclusive = no clear call, values can overlap the other calls;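 also: inhibitors reduce the monomethyl H3K36 fluorescence signal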
Target sequence (O96028 whole entry, looked up): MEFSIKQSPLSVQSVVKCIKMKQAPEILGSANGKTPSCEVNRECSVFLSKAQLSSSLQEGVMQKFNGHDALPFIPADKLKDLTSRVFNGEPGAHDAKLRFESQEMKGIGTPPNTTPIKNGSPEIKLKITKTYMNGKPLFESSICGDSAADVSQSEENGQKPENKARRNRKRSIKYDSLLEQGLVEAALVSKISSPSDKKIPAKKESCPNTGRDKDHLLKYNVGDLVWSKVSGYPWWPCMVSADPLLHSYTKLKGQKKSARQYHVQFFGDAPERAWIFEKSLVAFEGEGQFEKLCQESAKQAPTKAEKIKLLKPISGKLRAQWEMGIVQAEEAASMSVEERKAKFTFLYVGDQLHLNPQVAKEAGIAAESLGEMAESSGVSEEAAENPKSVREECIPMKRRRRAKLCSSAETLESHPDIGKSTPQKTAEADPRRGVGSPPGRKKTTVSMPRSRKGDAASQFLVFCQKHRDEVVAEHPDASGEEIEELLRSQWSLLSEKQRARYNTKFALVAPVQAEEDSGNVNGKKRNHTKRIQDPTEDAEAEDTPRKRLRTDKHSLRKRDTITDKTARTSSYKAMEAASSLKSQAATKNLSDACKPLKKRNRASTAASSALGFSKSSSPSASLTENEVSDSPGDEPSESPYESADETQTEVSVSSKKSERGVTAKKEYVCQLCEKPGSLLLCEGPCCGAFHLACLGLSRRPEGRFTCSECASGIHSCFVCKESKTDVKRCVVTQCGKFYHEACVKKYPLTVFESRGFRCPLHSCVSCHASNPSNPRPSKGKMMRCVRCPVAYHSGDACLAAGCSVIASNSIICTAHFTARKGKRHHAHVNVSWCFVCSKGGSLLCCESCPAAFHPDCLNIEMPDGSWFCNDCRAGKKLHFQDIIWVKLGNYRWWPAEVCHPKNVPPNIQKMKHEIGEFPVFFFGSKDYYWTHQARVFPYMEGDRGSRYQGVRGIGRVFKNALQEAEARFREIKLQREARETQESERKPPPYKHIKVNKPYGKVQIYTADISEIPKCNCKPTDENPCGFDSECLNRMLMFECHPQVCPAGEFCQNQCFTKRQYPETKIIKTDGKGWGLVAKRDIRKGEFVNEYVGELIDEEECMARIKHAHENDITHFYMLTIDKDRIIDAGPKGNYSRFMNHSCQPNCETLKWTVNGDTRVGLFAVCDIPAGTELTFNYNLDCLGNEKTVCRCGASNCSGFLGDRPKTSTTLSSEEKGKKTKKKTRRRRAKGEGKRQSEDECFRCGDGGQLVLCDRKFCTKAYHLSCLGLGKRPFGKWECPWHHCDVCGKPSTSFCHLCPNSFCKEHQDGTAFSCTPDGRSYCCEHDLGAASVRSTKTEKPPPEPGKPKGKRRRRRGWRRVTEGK
Numbers without * were called inactive; u = inconclusive. These rows are one share of the data; the hit share may differ from the screen's.

SMILES	NSD2 block
COc1ccc(S(=O)(=O)N(C)C[C@@H]2Oc3ccc(NC(=O)Cc4cn(C)c5ccccc45)cc3CC(=O)N([C@H](C)CO)C[C@H]2C)cc1	-7.8
COc1ccc(NC(=O)N(C)C[C@H]2Oc3ccc(NC(=O)Nc4ccccc4)cc3CC(=O)N([C@H](C)CO)C[C@@H]2C)cc1	19.4
COc1ccc(S(=O)(=O)N(C)C[C@H]2Oc3ccc(NS(=O)(=O)c4ccc(Cl)cc4)cc3C(=O)N([C@H](C)CO)C[C@H]2C)cc1	-2.5
CC(=O)N(C)C[C@@H]1Oc2cc(C#CC3CC3)ccc2S(=O)(=O)N([C@H](C)CO)C[C@@H]1C	2.0
CCCCCCCC/C=C/CCCCCCCC(=O)NCCO	-1.0
COc1ccc(CN(C)C[C@@H]2OCCCC[C@@H](C)Oc3ccc(NS(=O)(=O)c4cccs4)cc3C(=O)N([C@H](C)CO)C[C@@H]2C)cc1	-1.0
CCCC#Cc1cnc2c(c1)C(=O)N([C@H](C)CO)C[C@H](C)[C@H](CN(C)C(=O)c1ccccc1)O2	0.5
CCCNC(=O)C[C@H]1C[C@@H]2c3cc(NS(=O)(=O)c4ccc(OC)cc4)ccc3O[C@@H]2[C@@H](CO)O1	1.9
C[C@@H]1CN([C@@H](C)CO)S(=O)(=O)c2ccc(C#Cc3ccncc3)cc2O[C@@H]1CN(C)C(=O)Nc1ccc2c(c1)OCO2	0.1
Cc1noc(C)c1S(=O)(=O)Nc1ccc2c(c1)C(=O)N([C@H](C)CO)C[C@@H](C)[C@@H](CN(C)C(=O)NC(C)C)O2	15.0
COc1ccccc1NC(=O)N(C)C[C@@H]1OCc2cnnn2CCCC(=O)N([C@H](C)CO)C[C@@H]1C	5.3
C[C@H]1CN([C@@H](C)CO)C(=O)c2cc(-c3cccc(F)c3)cnc2O[C@H]1CN(C)C(=O)Nc1cc(F)ccc1F	-8.5
CSc1n[nH]c(=O)c2cc(C)nn12	2.1
C[C@H](CO)N1C[C@H](C)[C@@H](CN(C)C(=O)Nc2ccc3c(c2)OCO3)Oc2ccc(NC(=O)C3CC3)cc2C1=O	4.8
C[C@H]1CN([C@@H](C)CO)S(=O)(=O)c2ccc(C#CC3CC3)cc2O[C@H]1CN(C)C(=O)Nc1cc(F)ccc1F	6.9
CNc1ncnc2c1ncn2[C@@H]1O[C@H](CO)[C@@H](O)[C@H]1O	-3.9
CC(C)NC(=O)N(C)C[C@@H]1OCCCC[C@H](C)Oc2ccc(NS(C)(=O)=O)cc2C(=O)N([C@@H](C)CO)C[C@@H]1C	-0.7
COc1ccc(S(=O)(=O)Nc2ccc3c(c2)C(=O)N([C@H](C)CO)C[C@H](C)[C@H](CN(C)CC2CCCCC2)OCCCC[C@H](C)O3)cc1	7.8
COc1ccccc1C#Cc1cnc2c(c1)C(=O)N([C@H](C)CO)C[C@H](C)[C@H](CN(C)C(=O)CN(C)C)O2	8.3
CCC1C(=O)O[C@]23C=C[C@@H]4C(C(=O)O)=CO[C@H](OC12)[C@@H]43 (stereo partly drawn)	4.9

Structural class, the entries above containing fluorine.
SMILES	NSD2 block
C[C@H]1CN([C@@H](C)CO)C(=O)c2cc(-c3cccc(F)c3)cnc2O[C@H]1CN(C)C(=O)Nc1cc(F)ccc1F	-8.5
C[C@H]1CN([C@@H](C)CO)S(=O)(=O)c2ccc(C#CC3CC3)cc2O[C@H]1CN(C)C(=O)Nc1cc(F)ccc1F	6.9

Returning to the listing; the four compounds before the break are reprinted first.
SMILES	NSD2 block
CC(C)NC(=O)N(C)C[C@@H]1OCCCC[C@H](C)Oc2ccc(NS(C)(=O)=O)cc2C(=O)N([C@@H](C)CO)C[C@@H]1C	-0.7
COc1ccc(S(=O)(=O)Nc2ccc3c(c2)C(=O)N([C@H](C)CO)C[C@H](C)[C@H](CN(C)CC2CCCCC2)OCCCC[C@H](C)O3)cc1	7.8
COc1ccccc1C#Cc1cnc2c(c1)C(=O)N([C@H](C)CO)C[C@H](C)[C@H](CN(C)C(=O)CN(C)C)O2	8.3
CCC1C(=O)O[C@]23C=C[C@@H]4C(C(=O)O)=CO[C@H](OC12)[C@@H]43 (stereo partly drawn)	4.9
C[C@@H]1CN([C@H](C)CO)C(=O)c2cccc(NC(=O)CCCCCC(=O)Nc3ccccc3N)c2O[C@H]1CN(C)S(=O)(=O)c1cccs1	4.6
C[C@H](CO)N1C[C@H](C)[C@@H](CN(C)Cc2ccncc2)Oc2cc(-c3cncnc3)ccc2S1(=O)=O	0.5
COc1ccc(CN(C)C[C@@H]2OCCCC[C@@H](C)Oc3ccc(N(C)C)cc3C(=O)N([C@H](C)CO)C[C@@H]2C)cc1	-2.8
Cc1noc(C)c1NC(=O)Nc1ccc2c(c1)C(=O)N([C@H](C)CO)C[C@@H](C)[C@H](CN(C)S(C)(=O)=O)OCCCC[C@@H](C)O2	3.9
CC(C)NC(=O)N(C)C[C@@H]1Oc2c(NC(=O)CCCCCC(=O)Nc3ccccc3N)cccc2C(=O)N([C@@H](C)CO)C[C@@H]1C	-0.7
CCC(=O)N(C)C[C@H]1Oc2cc(C#C[C@H](C)O)ccc2S(=O)(=O)N([C@H](C)CO)C[C@H]1C	-1.4
COc1ccc(S(=O)(=O)N(C)C[C@H]2Oc3ccc(NC(=O)Nc4cccc5ccccc45)cc3CC(=O)N([C@@H](C)CO)C[C@@H]2C)cc1	2.9
COC(=O)CCCCCCC(=O)N/N=C/C[C@H](C)CCC=C(C)C	-1.1
C[C@H]1CN([C@@H](C)CO)C(=O)c2cc(/C=C/c3ccccc3)cnc2O[C@H]1CN(C)S(=O)(=O)c1ccccc1	0.2
C[C@@H]1CCCCO[C@H](CN(C)C(=O)C2CCCCC2)[C@H](C)CN([C@H](C)CO)C(=O)c2cc(NC(=O)Nc3ccccc3)ccc2O1	4.1
Cc1ccc(-c2ccc3c(c2)O[C@H](CN(C)C)[C@@H](C)CN([C@@H](C)CO)S3(=O)=O)cc1	3.6
COc1ccccc1-c1cnc2c(c1)C(=O)N([C@@H](C)CO)C[C@@H](C)[C@@H](CN(C)Cc1ccc(F)cc1)O2	-0.4
CCC(=O)N(C)C[C@H]1Oc2ncc(-c3ccc(C)cc3)cc2C(=O)N([C@H](C)CO)C[C@@H]1C	3.4
COc1ccccc1-c1ccc2c(c1)O[C@@H](CN(C)C(=O)c1ccccc1)[C@H](C)CN([C@@H](C)CO)S2(=O)=O	11.7
C[C@@H]1CN([C@H](C)CO)C(=O)c2cc(NS(C)(=O)=O)ccc2O[C@@H](C)CCCCO[C@@H]1CN(C)C(=O)c1ccccc1	-1.8
C[C@H]1CN([C@@H](C)CO)C(=O)c2cc(C#CCC3CCCC3)cnc2O[C@@H]1CN(C)C(=O)c1cnccn1	3.0
C[C@@H]1CCCCO[C@H](CN(C)S(=O)(=O)c2ccccc2)[C@H](C)CN([C@H](C)CO)C(=O)c2cc(NC(=O)Nc3ccc(C(F)(F)F)cc3)ccc2O1	0.7
C[C@H](CO)N1C[C@H](C)[C@H](CN(C)Cc2cncnc2)Oc2ncc(C#CC(C)(C)O)cc2C1=O	u
Cc1ccc(S(=O)(=O)Nc2cccc3c2O[C@@H](CN(C)C(=O)Nc2ccc(C(F)(F)F)cc2)[C@H](C)CN([C@H](C)CO)C3=O)cc1	-0.3
COc1ccc(S(=O)(=O)N(C)C[C@@H]2Oc3ccc(NC(=O)Nc4ccc(F)cc4)cc3CC(=O)N([C@@H](C)CO)C[C@H]2C)cc1	-1.4
COc1ccc(S(=O)(=O)Nc2ccc3c(c2)C(=O)N([C@H](C)CO)C[C@H](C)[C@H](CN(C)S(=O)(=O)c2ccc(Cl)cc2)OCCCC[C@H](C)O3)cc1	0.0
Cc1ccc(S(=O)(=O)N(C)C[C@H]2Oc3c(NS(=O)(=O)c4ccc(Cl)cc4)cccc3C(=O)N([C@@H](C)CO)C[C@H]2C)cc1	0.3
C[C@@H]1CN([C@H](C)CO)C(=O)c2cc(NC(=O)c3ccncc3)ccc2O[C@H]1CN(C)S(=O)(=O)c1cccs1	-2.3
COCC(=O)N(C)C[C@@H]1Oc2cc(-c3ccncc3)ccc2S(=O)(=O)N([C@@H](C)CO)C[C@H]1C	0.7
Cc1noc(C)c1S(=O)(=O)Nc1ccc2c(c1)CC(=O)N([C@H](C)CO)C[C@H](C)[C@@H](CN(C)Cc1ccc(Oc3ccccc3)cc1)O2	-8.9
CCO[C@H]1OC(C(=O)NCc2ccccc2)=C[C@@H](c2ccc3c(c2)OCO3)[C@@H]1CCCO	0.7
C[C@@H]1O[C@@H](O[C@H]2[C@H](O[C@H]3CC[C@@]4(C)C(CC[C@]5(C)C4CC=C4C6CC(C)(C)CC[C@]6(C(=O)O[C@@H]6O[C@H](CO[C@@H]7O[C@H](CO)[C@@H](O[C@@H]8O[C@@H](C)[C@H](O)[C@@H](O)[C@H]8O)[C@H](O)[C@H]7O)[C@@H](O)[C@H](O)[C@H]6O)CC[C@]45C)[C@]3(C)CO)OC[C@H](O)[C@@H]2O)[C@H](O)[C@H](O)[C@H]1O (stereo partly drawn)	-0.4
CCCNC(=O)N(C)C[C@H]1Oc2cc(C3=CCCC3)ccc2S(=O)(=O)N([C@@H](C)CO)C[C@@H]1C	-6.3
CNC[C@H]1Oc2c(NC(=O)NC3CCCCC3)cccc2C(=O)N([C@@H](C)CO)C[C@@H]1C	7.4
C[C@H]1CN([C@@H](C)CO)C(=O)Cc2cc(NC(=O)Nc3ccccc3)ccc2O[C@@H]1CN(C)Cc1ccc2c(c1)OCO2	10.0
COc1ccc(NC(=O)Nc2cccc3c2O[C@H](CN(C)S(=O)(=O)c2ccc(OC)cc2)[C@@H](C)CN([C@@H](C)CO)C3=O)cc1	0.2
C[C@H]1CN([C@@H](C)CO)C(=O)c2cc(Br)cnc2O[C@@H]1CN(C)CC1CCOCC1	-1.3
C[C@H]1CN([C@@H](C)CO)C(=O)c2cc(C#CC3CC3)cnc2O[C@@H]1CN(C)C(=O)Cc1ccccn1	7.7
C[C@H](CO)N1C[C@H](C)[C@H](CN(C)S(=O)(=O)c2cn(C)cn2)Oc2c(NC(=O)c3ccncc3)cccc2C1=O	4.1
COc1ccc(CN(C)C[C@H]2Oc3c(NC(=O)NC4CCCCC4)cccc3C(=O)N([C@H](C)CO)C[C@@H]2C)cc1	-3.0
C[C@H]1CN([C@@H](C)CO)C(=O)Cc2cc(NC(=O)Nc3ccc4c(c3)OCO4)ccc2O[C@@H]1CN(C)C(=O)Nc1ccc(C(F)(F)F)cc1	-13.5
C[C@H](CO)N1C[C@H](C)[C@H](CN(C)S(=O)(=O)c2ccccc2)OCCCC[C@H](C)Oc2ccc(NS(=O)(=O)c3cccs3)cc2C1=O	-0.3
CCCNC(=O)N[C@H]1C=C[C@@H](CC(=O)NCCc2ccccc2)O[C@H]1CO	12.3
C[C@@H]1CN([C@H](C)CO)C(=O)c2cccc(NC(=O)C3CCOCC3)c2O[C@H]1CN(C)S(=O)(=O)c1ccc(Cl)cc1	2.9
C[C@H](CO)N1C[C@H](C)[C@@H](CN(C)Cc2ccccc2)Oc2ccc(NC(=O)Nc3ccc(F)cc3)cc2CC1=O	-4.5
C[C@H](CO)N1C[C@H](C)[C@H](CN(C)S(=O)(=O)c2cccs2)Oc2ccc(NC(=O)Nc3ccc(F)cc3)cc2CC1=O	-3.6
C[C@H]1CN([C@@H](C)CO)C(=O)c2cc(NC(=O)Cn3cnnn3)ccc2O[C@H]1CN(C)Cc1ccncc1	-3.1
COc1ccc(S(=O)(=O)Nc2ccc3c(c2)C(=O)N([C@H](C)CO)C[C@H](C)[C@H](CN(C)C(=O)NC2CCCCC2)OCCCC[C@@H](C)O3)cc1	-0.4
COc1cc(OC)c2ccc(=O)oc2c1	-2.3
C[C@H]1CN([C@@H](C)CO)C(=O)Cc2cc(NS(=O)(=O)c3cccs3)ccc2O[C@@H]1CN(C)C(=O)Nc1ccc2c(c1)OCO2	0.0
COc1ccccc1-c1cnc2c(c1)C(=O)N([C@H](C)CO)C[C@@H](C)[C@H](CN(C)Cc1cncnc1)O2	-2.5
C/C=C/c1ccc2c(c1)O[C@H](CN(C)S(=O)(=O)c1ccccc1OC)[C@H](C)CN([C@H](C)CO)S2(=O)=O	1.3
CCCC#Cc1ccc2c(c1)O[C@@H](CN(C)C(=O)COC)[C@@H](C)CN([C@@H](C)CO)S2(=O)=O	4.2
C[C@@H]1CN([C@H](C)CO)C(=O)Cc2cc(NC(=O)Nc3ccccc3)ccc2O[C@H]1CN(C)C(=O)NC1CCCCC1	0.7
COC(=O)CCCCCCC(=O)N/N=C/CNC(=O)OC(C)(C)C	-0.6
Cc1noc(C)c1S(=O)(=O)Nc1ccc2c(c1)C(=O)N([C@@H](C)CO)C[C@@H](C)[C@H](CN(C)Cc1ccc(Cl)c(Cl)c1)O2	-4.2
C[C@@H]1CN([C@@H](C)CO)C(=O)c2cccc(NC(=O)c3nc4ccccc4s3)c2O[C@H]1CN(C)C(=O)Nc1ccc2c(c1)OCO2	3.9
COc1ccc(CN(C)C[C@@H]2OCCCC[C@H](C)Oc3ccc(NC(=O)Nc4ccc(C(F)(F)F)cc4)cc3C(=O)N([C@@H](C)CO)C[C@H]2C)cc1	24.9
C[C@@H]1CN([C@@H](C)CO)C(=O)Cc2cc(NS(C)(=O)=O)ccc2O[C@@H]1CN(C)Cc1ccc(C(F)(F)F)cc1	-2.7
C[C@@H]1CN([C@H](C)CO)C(=O)c2cccc(NC(=O)Nc3cccc4ccccc34)c2O[C@@H]1CN(C)C	-11.0
CCCC#Cc1ccc2c(c1)O[C@@H](CN(C)Cc1cccnc1)[C@@H](C)CN([C@H](C)CO)S2(=O)=O	4.5
C[C@H]1CN([C@@H](C)CO)C(=O)c2cc(C#CC3(O)CCCC3)cnc2O[C@H]1CN(C)Cc1cncnc1	4.4
Cc1noc(C)c1S(=O)(=O)Nc1ccc2c(c1)CC(=O)N([C@H](C)CO)C[C@H](C)[C@@H](CN(C)S(=O)(=O)c1ccc(F)cc1)O2	2.4
COc1ccc(CN(C)C[C@@H]2Oc3ccc(NS(C)(=O)=O)cc3CC(=O)N([C@@H](C)CO)C[C@H]2C)cc1	6.6
